Screening data as filed in PubChem.
IEC-6 tox: IEC-6 cytotoxicity, counter-screen for KLF5 inhibitors; luminescence viability; inhibition, % at 5 µM; 0.78% of 290,000 active; AID 1825; in the data active = inhibition above about 22%;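 also: 0% = plate median of test compound wells and 100% = cytotoxic reference compound wells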
HSF-1 act: increases HSF-1 driven luciferase reporter signal | AID 504408 | NIH3T3-HGL HSF-1 luciferase reporter, MG132, 8 h; 100% = twice DMSO control signal | 1.7% of 300,000 active | activation, % at 9 µM;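 active = mean replicate activation of at least 50% with a set share of replicates each reaching 50%; inconclusive = only one of those two conditions met; inactive = mean below 50% and too few replicates reaching it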;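 also: 0% = median of the neutral control wells and 100% = twice that signal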
AI-2 QS mod: modulates the Vibrio harveyi AI-2 quorum sensing system | 0.4% of 300,000 active | Vibrio harveyi JMH597 AI-2 luminescence/OD600 ratio, 9 h; stronger effect = lower value; strain lacks LuxN and CqsS sensors; 0 = neutral-control median | activity change, % at 7.5 µM; in the data active = activity change below about -75%, passing the limit was not always enough; inconclusive = no clear call, values can overlap the other calls;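 also: luminescence divided by OD600 gain over 9 h not by final OD600 alone; inactives centre near 13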
HSP90 refold inh: inhibitors of HSP90 luciferase refolding in rabbit reticulocyte lysate; inhibition, % at 5.6 µM; 0.91% of 290,000 active; luciferase refolding luminescence, 3 h;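 active = inhibition above the screen-wide mean plus 3 SD, computed separately per campaign, cut at about 16% in these data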;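 also: 0% = DMSO wells and 100% = 60 µM geldanamycin wells; inhibitors lower the luminescence because luciferase stays unfolded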
KLF5 inh: inhibitors of KLF5 expression; DLD-1 KLF5 promoter-luciferase reporter, luminescence; inhibition, % at 5 µM; 0.23% of 290,000 active;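 active = inhibition above a per-plate limit of that plate's mean compound inhibition plus 3 SD, cut at about 60% in these data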;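 also: 0% = DMSO wells and 100% = LY294002 at 200 µM; higher means less KLF5 promoter-driven luciferase light; inactives centre near -14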
aSyn 5UTR inh: MLPCN primary screen, SNCA 5' untranslated region | 0.82% of 300,000 active | inhibition, % (tested at 7.5 µM) | alpha-synuclein 5'UTR reporter, inhibitor activity; in the data active = inhibition above about 60%; inconclusive = no clear call, values can overlap the other calls;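 also: H4 neuroglioblastoma cells stably carrying SNCA 5'UTR luciferase fusion; 0% = DMSO wells and 100% = positive control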
HDAC3 inh: inhibitors of human histone deacetylase 3; O15379; inhibition, % at 8.3 µM; recombinant HDAC3, fluorogenic peptide/trypsin coupled, fluorescence; AID 2718; 0.15% of 320,000 active; in the data active = inhibition above about 26%, passing the limit was not always enough; inconclusive = no clear call, values can overlap the other calls
Target sequence (O15379 whole entry, looked up): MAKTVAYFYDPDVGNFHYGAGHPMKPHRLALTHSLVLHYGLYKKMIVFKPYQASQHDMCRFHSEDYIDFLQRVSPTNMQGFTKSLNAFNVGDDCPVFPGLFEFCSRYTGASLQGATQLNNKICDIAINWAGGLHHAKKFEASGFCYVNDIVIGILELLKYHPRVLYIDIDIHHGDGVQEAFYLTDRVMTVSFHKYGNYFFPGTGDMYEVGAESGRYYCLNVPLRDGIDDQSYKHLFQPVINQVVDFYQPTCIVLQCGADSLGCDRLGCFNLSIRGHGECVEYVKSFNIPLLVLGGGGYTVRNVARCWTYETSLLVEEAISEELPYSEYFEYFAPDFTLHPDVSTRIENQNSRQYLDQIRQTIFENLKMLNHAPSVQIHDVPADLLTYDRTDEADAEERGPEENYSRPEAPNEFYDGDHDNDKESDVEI
HSF1 inhib: HSF1 inhibition. NIH3T3-HGL HSE-luciferase, MG132-induced, luminescence 8 h; stronger effect = lower value. activity change, negative = inhibition, % at 7.5 µM (by protocol). 0.77% of 300,000 active. AID 2098;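 active = more than half of replicate wells show activity change below -50%, luminescence cut by over half; inconclusive = some wells, but at most half, below -50%; inactive = no replicate well below -50%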;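 also: luciferase reports HSF-1 transcriptional activity via heat shock element; 0% = median of DMSO wells and -100% = zero luminescence signal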
HIF act: HIF pathway transcriptional activation; U2OS HRE-luciferase reporter, luminescence; normalized: DMSO 0%, desferrioxamine 100%; activation, % at 7.5 µM (by protocol); 0.32% of 300,000 active; AID 1910;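 active = mean activation of at least 10% of the iron chelator positive control signal, with at least half of replicates also reaching 10%; inconclusive = mean and replicate majority disagree about reaching 10%; inactive = mean and most replicates under 10%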
Platelet DG rel: platelet dense granule release activity. human platelet-rich plasma, SFLLRN dense granule ATP release, luminescence. inhibition, %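 (compounds screened at 7.5 µM in platelet-rich plasma)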. 0.22% of 300,000 active;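 active = mean replicate score, as percent of positive control, at or above 50; inconclusive = mean below 50 but at least one replicate at or above 50; inactive = mean and every replicate below 50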
* = called active by the depositor; u = inconclusive; x = no result given.

SMILES	IEC-6 tox	HSF-1 act	AI-2 QS mod	HSP90 refold inh	KLF5 inh	aSyn 5UTR inh	HDAC3 inh	HSF1 inhib	HIF act	Platelet DG rel
CCOc1ccccc1CN1C(=O)C2(OCCO2)c2ccccc21	2	-9	17	-3	-20	6	-2	1	0.4	7
COc1ccc(NC(=O)CN(C)C(=O)CSCc2ccc(C)cc2)cc1	x	0	12	x	x	19	-1	5	0.8	-4
CCc1nc2nc(C)c(NS(=O)(=O)c3cccs3)c(=O)n2[nH]1	2	-6	u	2	-19	7	-1	0	-16	-2
CC(=O)c1ccc(N2CCN(C(=O)CCCn3c(=O)[nH]c4ccc(Br)cc4c3=O)CC2)cc1	-4	6	25	-2	-1	9	4	-4	-0.8	0
CC1CN(c2nn3c(=O)c4ccccc4nc3c3ccccc23)CC(C)O1 (stereo not drawn)	8	-4	35	3	-14	-22	-2	-6	-0.2	-1
COc1ccc(N2CCN(C(=O)NC34CC5CC(CC(C5)C3)C4)CC2)cc1	-1	-26	29	-4	-19	33	4	-9	-0.1	-3
COc1ccc(C(=O)NC(=S)NNC(=O)c2ccc(C)cc2)cc1	x	10	u	x	x	2	1	-2	0.7	3
CSc1nc(-c2ccccc2)cc(C(F)(F)F)c1C#N	-3	-13	48	0	37	-18	3	-3	0.2	36
c1ccc2c(c1)nc(N1CCOCC1)c1nnnn12	4	20	14	-7	-18	-58	-8	3	2.4	0
CC(Sc1nc2c(cc1C#N)CCCCC2)C(=O)O (stereo not drawn)	0	-34	19	3	-30	-11	7	-19	0.1	4

Individual results from the list:
Reading of COc1ccc(C(=O)NC(=S)NNC(=O)c2ccc(C)cc2)cc1 in HIF act: 0.7
Reading of COc1ccc(NC(=O)CN(C)C(=O)CSCc2ccc(C)cc2)cc1 in Platelet DG rel: -4
Reading of COc1ccc(N2CCN(C(=O)NC34CC5CC(CC(C5)C3)C4)CC2)cc1 in HIF act: -0.1

The list continues.
SMILES	IEC-6 tox	HSF-1 act	AI-2 QS mod	HSP90 refold inh	KLF5 inh	aSyn 5UTR inh	HDAC3 inh	HSF1 inhib	HIF act	Platelet DG rel
COc1ccc(C(=O)NCCCc2ccccc2)cc1	x	39	-20	x	x	-149	0	29	2.0	0
COc1ccc(C(=O)N2CCc3cc(OC)c(OC)cc3C2c2ccc(OC)c(OC)c2)cc1 (stereo not drawn)	0	-1	3	-1	-10	19	-1	-10	-1.1	6
O=S(=O)(NCc1ccco1)N1CCCCCC1	1	10	19	1	-5	-30	-2	1	-0.4	0
O=C1Cc2cc(S(=O)(=O)N3CCN(c4cccc(Cl)c4)CC3)ccc2N1	0	13	26	-2	3	6	-3	-3	-0.2	-1
Cc1ccc(S(=O)(=O)N2CCCC2)cc1C(=O)NC1CCCCC1	9	-9	3	-1	-8	2	-7	9	0.2	-20
O=C(O)CCC(=O)N1N=C(c2cccs2)CC1c1cccc([N+](=O)[O-])c1 (stereo not drawn)	1	-12	18	-2	-9	-8	5	-5	-2.3	-5
O=C(OCC(=O)N1CCc2ccccc21)c1cccnc1Cl	-11	13	18	-2	3	-25	2	5	1.2	-8
Cc1ccc2oc(-c3ccc(NC(=O)c4ccncc4)cc3O)nc2c1	-2	21	26	1	0	-49	-3	-1	2.2	4
CC(Oc1ccc(F)cc1)C(=O)Nc1nc(-c2ccccn2)cs1 (stereo not drawn)	x	0	20	x	x	49	5	0	6.3	-3
CC1C(=O)NN=C1C(=O)N/N=C\C(Br)=C\c1ccccc1 (stereo not drawn)	1	213*	0	-4	-100	-134	x	153	1.8	4
Cc1cc(C(=O)CN2C(=O)CN(C)C2=O)c(C)n1-c1cccc(S(=O)(=O)N2CCOCC2)c1	-2	-3	16	-2	-21	-13	-4	-3	-0.6	-1
Cc1ccnc(NC(=O)c2ccc(Cl)s2)c1	1	39	21	0	-89	-104	4	23	3.0	-6
COc1cc(C(=O)NCC(c2ccco2)N2CCc3ccccc3C2)cc(OC)c1OC (stereo not drawn)	x	-4	3	x	x	2	-10	-2	-0.8	-2
Cc1ccc(-n2nc3c([n+]2[O-])CCc2nonc2-3)cc1	2	7	3	-3	0	-29	2	-5	0.1	3
O=C(CCc1nnc(Cc2ccc(-c3ccccc3)cc2)o1)N1CCCC1	8	70*	4	-1	-6	-16	2	40	0.5	-7
O=C(NCc1cccnc1)c1cc(-c2cccs2)on1	1	10	-2	-3	-70	-92	0	10	8.5	4
O=C(Cn1c(CCCO)nc2ccccc21)Nc1ccccc1-c1ccccc1	0	0	x	0	-20	2	1	-3	-1.4	3
O=C(Nc1cccc([N+](=O)[O-])c1)Nc1ccc2c(c1)CCC2	1	13	-11	-1	-109	-105	-3	4	4.8	1
Cc1cc(C(=O)OCn2nnc3ccccc3c2=O)c(C)n1-c1ccccc1	-1	27	22	5	-39	-25	9	14	1.7	0
C=CCNC(=S)NCCO	3	-7	2	4	-11	-14	4	2	-0.7	0
CCc1cccc(CC)c1NC(=S)N(CCN(C)C)C(C)c1cccnc1 (stereo not drawn)	0	-5	16	0	16	-21	-6	-8	0.6	12
COCCNC(=O)COc1ccc(Nc2ccccc2)cc1	0	1	45	-1	-7	13	3	-2	-0.4	-3
Cc1nn(CC(=O)NCc2ccco2)c(C)c1[N+](=O)[O-]	-4	-4	40	2	-23	-3	-6	-4	0.0	3
CCc1ccc(N2CC34C=CC(O3)C(C(=O)OC(C)C)C4C2=O)cc1 (stereo not drawn)	6	6	23	-2	-23	3	-1	2	0.0	2
COc1ccc(CN2CCNC(=O)C2CC(=O)N(C)CCC2CCOCC2)c(OC)c1 (stereo not drawn)	-3	7	16	-5	-17	8	3	3	0.1	-19
CNC(=O)c1ccccc1NC(=O)c1ccc(C)c(S(=O)(=O)N2CCCCC2)c1	5	32	21	2	23	-3	-2	11	-0.7	1
CCCN(CCC)CCCNC(=O)c1cc2cc3ccc(OC)cc3nc2o1	9	2	15	6	-24	-16	-313	2	0.8	0
N=c1ccn(Cc2cccc(F)c2)cc1	-1	-1	0	9	16	17	0	-9	0.4	-6
CCCCCCCC(=O)Nc1ccc(S(=O)(=O)Nc2nccs2)cc1	-2	13	-33	1	-15	-18	2	-3	-0.2	-7
COc1ccc(C(=O)CC(=O)C(=O)Nc2cc(Cl)c(OC)cc2OC)cc1	5	6	24	4	-26	-52	2	-1	0.7	3
O=C(O)C1CCC(=O)N(C2CCCCC2)C1c1ccccc1Cl (stereo not drawn)	-2	-59	16	1	-21	-1	3	u	1.8	2
CC(=O)c1ccc(N=Nc2c(C)[nH][nH]c2=O)cc1	x	4	42	x	x	-5	-8	-2	-0.2	15
Cc1c(-c2ccc(F)cc2)nc(N)c(C#N)c1-c1cccs1	4	-5	9	3	-4	34	-2	-3	-1.0	0
COc1cc(-n2c(=O)c3ccccc3n(Cc3cccc(F)c3)c2=O)cc(OC)c1OC	4	x	2	0	-35	5	5	x	x	-3
CCOc1cccc(OCCCOc2ccccc2)c1	-2	21	3	1	-24	-76	6	5	1.4	1
C/C(=N\Nc1nc2ccccc2[nH]1)c1ccccn1	9	27	-87*	19*	45	87*	0	14	179*	5
Cc1c(C(=O)N2CCC(C)CC2)oc2ccc3c(c12)C(O)CC1(CCCCC1)O3 (stereo not drawn)	0	16	4	-1	-8	2	4	24	0.4	-3
CC(C)(C)NC(=O)C1CCC(CNS(=O)(=O)c2cccc3nsnc23)CC1 (stereo not drawn)	0	5	8	2	-17	-2	-7	-1	-0.1	8
NCCCC[C@H]1CNC(=O)C(=O)N1CCc1cccc(F)c1	x	-3	11	x	x	13	6	-8	-0.2	-1
COc1ccc(C(C)NC(=O)c2ccc(Cl)cc2)cc1OC (stereo not drawn)	-14	-2	28	-5	-2	6	3	-6	-0.8	-1
COc1ccc(-n2c(=S)[nH]c3[nH]ncc3c2=O)cc1	-1	5	7	2	-6	-2	9	-9	0.3	8
C/C(=N/N=C1/NC(=O)CC(C(=O)Nc2ccccc2)S1)c1cccs1 (stereo not drawn)	2	2	-18	-3	-28	13	10	-1	-0.3	6
CCOc1cc(S(=O)(=O)NCc2ccccc2)ccc1Br	-7	x	4	-1	3	19	11	x	-0.2	6
COC(C/C=C\C(=O)COCc1ccccc1)OC	x	0	8	x	x	-13	-1	-2	0.8	6
CCC(C(=O)NC(C)CCc1ccco1)n1nc(C)n2c(cc3occc32)c1=O (stereo not drawn)	-2	-12	-2	2	0	5	-3	-3	-0.5	-20
Cc1cc2ncn(N)c2cc1C	-2	4	18	-2	-22	24	-3	-9	-0.1	3
COc1ccccc1N1CCN(C(=O)CN2C(=O)C3CCCCC3C2=O)CC1 (stereo not drawn)	-2	8	5	1	-18	-55	-2	6	1.8	11
Cc1ccsc1C(=O)Nc1n[nH]c(C(F)(F)F)n1	-7	19	3	1	-9	5	x	11	0.0	1
Cc1c(NC(=O)Nc2cccc(C#N)c2)c(=O)n(-c2ccccc2)n1C	-3	-10	9	-2	-13	3	1	-7	1.2	2
CC(C)CC(=O)NC(=S)Nc1nc(-c2cccc3ccccc23)cs1	2	21	-10	6	12	7	0	9	-24	-1

The closing 2 entries of the part above are carried over, then new ones follow.
SMILES	IEC-6 tox	HSF-1 act	AI-2 QS mod	HSP90 refold inh	KLF5 inh	aSyn 5UTR inh	HDAC3 inh	HSF1 inhib	HIF act	Platelet DG rel
Cc1c(NC(=O)Nc2cccc(C#N)c2)c(=O)n(-c2ccccc2)n1C	-3	-10	9	-2	-13	3	1	-7	1.2	2
CC(C)CC(=O)NC(=S)Nc1nc(-c2cccc3ccccc23)cs1	2	21	-10	6	12	7	0	9	-24	-1
CCOC(=O)N1CCN(CC(O)c2c[nH]c3ccc(OC)cc23)CC1 (stereo not drawn)	-5	2	31	0	-21	13	2	4	-2.6	4
CCOc1ccc(C(=O)CCCC(=O)c2ccc(OCC)cc2)cc1	-1	-4	-1	0	-59	-82	4	13	0.3	2
CN(C)S(=O)(=O)n1cc(/C=C(\NC(=O)c2ccccc2F)C(=O)N2CCCC2)c2ccccc21	9	19	-10	3	-15	12	1	7	0.2	-4
CCc1ccc(NC(=O)C(=O)NNC(=O)COc2cccc(OC)c2)cc1	-5	-3	31	-1	-6	12	7	-2	-2.7	5
CCC(C)Sc1nc2c(c(=O)[nH]c(=O)n2C)n1CC(O)COc1ccccc1C (stereo not drawn)	-3	15	9	1	-30	-4	1	4	-0.5	3
C/C(=N\NC(=O)c1ccccc1Cl)c1ccccn1	41*	-14	4	1	36	82*	1	-4	-0.4	-1
Oc1ccc(Oc2ccc3c(C(F)(F)F)cc(C(F)(F)F)nc3n2)cc1	9	-10	26	7	-6	14	11	-11	2.9	2
O=C(CCc1ccccc1)N/N=C/c1cccc([N+](=O)[O-])c1	-4	9	7	-1	-12	2	-2	16	0.4	-2
Cc1ccc(CNC(=O)CCCC(=O)Nc2cc(C)on2)cc1	-4	-5	6	3	-55	23	5	-10	0.7	0
CC(C)CC(NC(=O)C(NC(=O)C(Cc1ccc(OCc2ccccc2)cc1)NC(=O)OC(C)(C)C)C(C)C)C(N)=O (stereo not drawn)	2	6	24	2	-31	25	-28	-9	-1.4	-2
CCCNC(=O)CCCN1C(=O)c2ccccc2Sc2ncccc21	8	-3	-10	0	-43	-16	1	-3	-23	-2
COCCCNC(=O)/C=C/c1ccc(OCc2c(F)cccc2Cl)cc1	-2	1	9	-2	-8	42	3	-2	-3.5	3
Cc1ccc(NC(=O)Nc2cnccn2)cc1C	6	-1	21	-7	-54	-68	-2	7	1.3	11
